Screening results: PubChem, National Center for Advancing Translational Sciences (NCATS)
aSyn yeast inh: alpha-synuclein toxicity inhibition in yeast. AID 652106. hit rate 0.14% among 370,000. Potency, µM (top dose mostly 46.1 µM), for inactives: at the highest dose growth rescue (activation), hits mostly activators. Yeast expressing alpha-synuclein, growth rescue, BacTiter-Glo, 24 h; also: potency is read from the fitted curve at half-maximal effect; % of control where 0% means no effect; nearly all actives have a fitted effect of over 65% in size
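Rescue of yeast growth: cells expressing toxic alpha-synuclein, induced in galactose at OD600 0.02, incubated with compound 24 h at 30 C. ATP luminescence quantified growth; inhibitors of toxicity appear as activators.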
Abeta yeast res: restores growth of yeast expressing A-beta42 peptide; hit rate 0.063% among 410,000; AID 1347071; yeast expressing A-beta42, growth rescue, OD600, 48 h; response scale: 0% DMSO, 100% iron-clioquinol control; Potency, µM (doses to about 46.1 µM), for inactives: top-dose growth rescue, hits mostly activators; also: potency is read from the fitted curve at half-maximal effect; nearly all actives have a fitted effect of over 55% in size
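Yeast growth medium received pinned compounds, then yeast cells expressing toxic A-beta were added; plates incubated at 30 C for 48 hr. Growth read as absorbance at 600 nm, normalized to DMSO and equimolar FeCl3 plus clioquinol controls.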
PTHR1 ag: agonists of human PTHR1 parathyroid hormone receptor; Q03431; HEK293 GP2 PTHR1 cells, GloSensor cAMP luminescence, 1 h; Potency, µM (doses to about 115 µM), inactives show at the top dose activation, usual class: activators; hit rate 0.075% among 410,000; AID 743266; also: potency is read from the fitted curve at half-maximal effect; nearly all actives have a fitted effect of over 55% in size; some results filed as inactive show a strong effect at the top dose; inactives centre near -15; many of its hits are not listed in these tables
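HEK-293-derived GP2 cells expressing PTHR1 and a GloSensor cAMP reporter, 3,000/well, plated overnight, given luciferin plus IBMX (each 0.5 mM as added) for 1 h at 37 °C, then compound for 1 h at 37 °C. Luminescence was read after 15 min at room temperature.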
TDP-43 yeast inh: inhibitors of TDP-43 toxicity in yeast; TDP-43 expressing yeast growth rescue, BacTiter-Glo, 24 h; Potency, µM (doses to about 46.1 µM), without a hit: at the highest dose growth rescue (activation), usual class: activators; hit rate 1.8% among 410,000; AID 652104; also: potency is read from the fitted curve at half-maximal effect; % of control where 0% means no effect; nearly all actives have a fitted effect of over 50% in size
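Luminescence from BacTiter-Glo reports growth of TDP-43-expressing yeast after 24 hr at 30 deg C with compound. Cells were raffinose-pregrown to mid-log, then seeded in galactose medium at OD600=0.02.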
FUS suppressor: FUS proteinopathy suppression in yeast. S. cerevisiae FUS-expressing, growth rescue, OD600, 24 h. Potency, µM (doses to about 76.6 µM), without a hit: at the highest dose growth rescue (activation), hits mostly activators. hit rate 0.24% among 390,000. AID 1347120;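 also: potency is read from the fitted curve at half-maximal effect; plate controls were DMSO vehicle for no effect and reference control for full effect; nearly all actives have a fitted effect of over 55% in size; some results filed as inactive show a strong effect at the top dose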
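Quantitative HTS measuring growth restoration of FUS-toxic yeast. Galactose-induced cells (OD 0.005) were exposed 24hr at 30C to compounds at several concentrations, then absorbance at 600 nm was recorded.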
pAkt inh: Akt phosphorylation inhibition; AID 651550; hit rate 0.32% among 360,000; activity change, % for hits at 50 µM; Neuro2A IGF-stimulated pAkt S473 HTRF, 20 min; hits give low values; in the data active = activity change below about -80%; inconclusive = mostly about -51% to -80%; also: % is scaled to controls: 0 for no effect and ±100 for the full control effect
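Single-point screen (50 µM final compound) in Neuro2A cells stimulated 20 min with 6 nM IGF at 37 deg C. After lysis, Ser473-phosphorylated Akt read by HTRF (ex 330 nm, em 615/665 nm) as the 665/615 ratio.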
GLP-1R inv ag: GLP-1 receptor (human) inverse agonism | P43220 | HEK293 GLP-1R CRE-luciferase, luminescence, 24 h; GLP-1R form is constitutively active | Potency, µM (titrated, usually from 38.3 µM), for the others: at the highest dose activity change, negative = inhibition, most hits filed as inhibitors | hit rate 1.6% among 410,000; also: potency is read from the fitted curve at half-maximal effect; % is scaled to controls: 0 for no effect and ±100 for the full control effect; nearly all actives have a fitted effect of over 55% in size
Target sequence (P43220 whole entry, looked up): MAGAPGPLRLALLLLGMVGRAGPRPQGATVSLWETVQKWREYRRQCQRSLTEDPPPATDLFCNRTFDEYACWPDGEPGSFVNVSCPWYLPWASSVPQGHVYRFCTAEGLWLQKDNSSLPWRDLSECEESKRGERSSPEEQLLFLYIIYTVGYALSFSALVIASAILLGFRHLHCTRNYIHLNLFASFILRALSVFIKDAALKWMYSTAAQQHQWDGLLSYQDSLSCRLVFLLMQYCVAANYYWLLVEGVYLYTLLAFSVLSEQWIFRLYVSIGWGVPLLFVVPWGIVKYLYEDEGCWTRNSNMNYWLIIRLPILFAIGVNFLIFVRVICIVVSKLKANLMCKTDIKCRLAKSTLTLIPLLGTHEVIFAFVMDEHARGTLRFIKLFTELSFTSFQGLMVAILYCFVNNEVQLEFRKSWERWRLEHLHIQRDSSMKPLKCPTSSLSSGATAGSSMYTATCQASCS
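Assay principle: reduced luminescence from a cAMP-responsive reporter in HEK293 cells co-expressing a constitutively active GLP-1R. Conditions: 24 hr compound incubation, 37 deg C, 5% CO2.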
D3 antag: blocks the human D3 dopamine receptor; D3R cells, DiscoveRx beta-arrestin luminescence, antagonist mode; hits give low values; hit rate 2.5% among 360,000; P35462; max response, negative = inhibition, %; in the data active = max response below about -50%; inconclusive = no clear call, values can overlap the other calls; also: % is scaled to controls: 0 for no effect and ±100 for the full control effect; mostly tested at two doses, the higher about 12 µM
Target sequence (P35462 whole entry, looked up): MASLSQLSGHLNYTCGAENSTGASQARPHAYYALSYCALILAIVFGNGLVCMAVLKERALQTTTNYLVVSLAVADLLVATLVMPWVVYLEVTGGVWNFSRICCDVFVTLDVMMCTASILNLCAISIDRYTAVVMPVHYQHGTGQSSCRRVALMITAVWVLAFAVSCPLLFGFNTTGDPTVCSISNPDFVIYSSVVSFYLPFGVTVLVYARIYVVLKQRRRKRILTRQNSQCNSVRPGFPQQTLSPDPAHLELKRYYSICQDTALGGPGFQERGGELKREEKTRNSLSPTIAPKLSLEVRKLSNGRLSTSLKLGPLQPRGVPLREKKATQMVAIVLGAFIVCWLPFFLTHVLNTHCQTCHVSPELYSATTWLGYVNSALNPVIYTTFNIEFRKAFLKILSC
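Cells plated overnight at 1500 cells/well, then exposed to library compounds with dopamine controls for 90 minutes at 37 degrees C. DiscoveRx reagent added for 30–60 minutes at room temperature; luminescence read, quantitative HTS format.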
GLP1R ag: activates the human GLP-1 receptor; P43220; HEK293 GLP-1R CRE-luciferase, luminescence, 4-6 h; cells express a hypersensitive GLP-1R form; Potency, µM (series often up to 45.6 µM), without a hit: top-dose activation, most hits filed as activators; hit rate 0.007% among 380,000; AID 624172; also: potency is read from the fitted curve at half-maximal effect; % of control where 0% means no effect
Active calls of the source: *; i = inactive; ? = inconclusive; . = no result given; [ ] = another dose, or the depositor's remark. Unless noted, calls follow the shape of the dose curve; as a rule, active = well fitted curve in the direction sought with a large enough effect; inconclusive = small, poorly fitted or top-dose-only effect, or another doubt; inactive = no such curve, though single readings can be large; an effect the other way counts as inactive or inconclusive.

entry	SMILES	pAkt inh	PTHR1 ag	aSyn yeast inh	FUS suppressor	TDP-43 yeast inh	GLP-1R inv ag	D3 antag	Abeta yeast res	GLP1R ag
1	COCCOC(=O)/C(C#N)=C/c1cn(Cc2ccccc2)nc1-c1cccnc1	i	-2%	9%	28%	7%	1%	-15	4%	13%
2	O=c1n(Cc2ccccc2)c(O)c2n1Cc1ccccc1N=C2c1ccc(C(F)(F)F)cc1	i	-23%	-3%	-18%	?	7%	22	-6%	5%
3	O=C1c2ccccc2CC1(Cc1ccccc1)Cc1ccccc1	i	-25%[57.5 µM]	3%	-1%	-3%	?	-7	16%	-11%
4	CN(C)CCN(Cc1ccccc1)C(c1cc2ccccc2o1)c1nnnn1C(C)(C)C (configuration not stated)	i	i	0%	16%	24%	-6%	-14	5%	18%
5	C#CCN(C[C@@H]1[C@@H](OC(=O)NCC2CCCCC2)[C@@H](OC(=O)NCC2CCCCC2)Cn2c(=O)ccc(=O)n21)S(=O)(=O)c1ccc(C)cc1	i	-85%[inhibitor]	0%	?	17%	2.5µM*	-81*	-6%	-14%
6	O=C(CCc1nnc2ccc(N3CCC4(CC3)OCCO4)nn12)Nc1cc(F)ccc1F	i	i	0%	-5%	3%	-28%	4	7%	5%
7	CC1(C)CC(C(=O)Nc2nccs2)CCO1 (configuration not stated)	i	-2%	-6%	-52%[inhibitor]	13%	-9%	0	17%[9.22 µM]	-13%
8	CCN1C(=O)c2ccccc2S(=O)c2ccc(C(=O)N3CCOCC3)cc21 (configuration not stated)	i	i	-11%	19%	-21%	26%	-10	-10%	8%
9	COC(=O)CN1C(=S)N(c2ccc(Cl)cc2)C(=O)C1CC(=O)Nc1ccc(Cl)cc1 (configuration not stated)	i	i	-10%	?	?	?	81	6%	-27%
10	O=S(=O)(c1ccc(Cl)cc1)N1CCN(C(=S)NCC2CCCO2)CC1 (configuration not stated)	i	-25%	-4%	.	-24%	?	-26	-9%	-2%
11	O=C(c1cc(Br)c(Br)s1)N1CCN(c2ccccn2)CC1	i	-82%[inhibitor]	2%	17%	-10%	?	-14	4%	8%
12	Cc1ccc(NC(=O)N2CCC(C(N)=O)CC2)cc1	i	-6%[57.5 µM]	-5%	-7%	-23%	0%	12	10%	-8%
13	Cc1ccnc(SCc2cc(=O)c(OC(=O)c3ccc(S(=O)(=O)N(C)C)cc3)co2)n1	i	i	-9%	18%	-67%[inhibitor]	-3%	7	-67%[inhibitor]	-14%
14	O=C1NC(=Nc2ccc(Cl)cc2)SC1Cc1cc(Cl)ccc1Cl (configuration not stated)	i	-19%	-1%	.	-6%	?	0	17%	2%
15	CCCCn1c(N)c(N(CCOC)C(=O)c2cc(-c3ccc(C)cc3)nc3ccccc23)c(=O)[nH]c1=O	i	-9%	2%	0%	17%	12%	10	2%	-1%
16	CCCn1c(=O)c2ccccc2n2c(SCC(=O)c3ccccc3)nnc12	.	i	2%	29%	-4%	2%	19	14%	0%
17	O=C(c1ccc(=O)[nH]n1)N1CCN(S(=O)(=O)c2ccc(C(F)(F)F)cc2)CC1	i	i	-4%	-17%	-4%	11%	-6	-25%	-2%
18	Cc1ccccc1NC(=O)C1c2cccc[n+]2CC(=O)N1Cc1ccc2c(c1)OCO2 (configuration not stated)	i	i	0%	0%	14%	8%	-6	11%	7%
19	Cc1ccc(CNCc2cccnc2)s1	i	-19%	7%	-32%	-5%	2%	17	1%	-2%
20	COc1ccc(CC(=O)NNC(=S)Nc2ccc(Br)cc2)cc1	.	i	.	-27%	-2%	-2%	-14	-2%	-4%
21	Cc1cc(C)n(CCC(=O)N=Nc2c(O)[nH]c3ccc(Br)cc23)n1	i	-15%	1%	12%	-12%	?	-9	6%	7%
22	O=c1cc(C(F)(F)F)[nH]c2c(OC(F)(F)F)cccc12	i	-19%	-46%[inhibitor]	4%	-79%[inhibitor]	?	33	-57%[inhibitor]	1%
23	CC1CCN(CCOCCOc2ccc(Cl)cc2Br)CC1	i	?	8%	14%	-25%	?	-88*	-22%	11%
24	CCCCN1C(=O)C(CC(=O)NCc2cccc3ccccc23)CC(C(=O)N(CC)CC)=C1C (configuration not stated)	i	-13%	?	25%	21%	-10%	-24	-5%	6%
25	O=C(CC1S/C(=N/N=C/c2cccnc2)NC1=O)Nc1ccccc1 (configuration not stated)	i	-7%	3%	17%	5%	10%	6	-8%	5%
26	COCCN(C(=O)CCC(=O)Nc1cc(C)on1)C(C(=O)NC(C)(C)C)c1ccc(OC)cc1 (configuration not stated)	i	-13%	-5%	-7%	-23%	-4%	-12	-18%	0%
27	CC1=CC(c2ccccc2)n2nc(N)nc2N1 (configuration not stated)	i	i	1%	-8%	6%	24%	4	-5%	9%
28	CCc1nc2c(cnn2-c2ccc(F)cc2)c(=O)n1-c1ccc(N2CCC(C)CC2)cc1	i	-3%	-6%	-21%	0%	7%	15	-19%	-4%
29	CCCCN=C1NN=C(c2ccc3c(c2)OCCO3)CS1	i	-41%[inhibitor]	5%	?	17%	8.9µM*	-14	-1%	10%
30	CN(c1ccccc1)S(=O)(=O)c1ccc(C(=O)N2CCCC2)cc1	i	-10%	-7%	.	-3%	12%	9	-7%	0%
31	COc1ccc(NC(=O)N2CCC(C(=O)c3ccc(F)cc3)CC2)cc1	i	-2%	-3%	5%	2%	?	10	-5%	-9%
32	C/C(=N\NC(=S)Nc1c(C)cccc1C)c1ccc(O)cc1	i	-25%	-1%	24%	28%	10µM*	20	?	16%
33	COc1ccc(NC(=O)CN2CCCC(C)C2)c([N+](=O)[O-])c1 (configuration not stated)	i	-11%[57.5 µM]	-2%	5%	0%	?	-2	10%	12%
34	COc1cccc(C2/C(=C(\O)c3ccc4c(c3)OCCO4)C(=O)C(=O)N2c2nnc(C)s2)c1 (configuration not stated)	i	i	-1%	13%	5%	0%	2	.	-4%
35	CCCCSc1nnc(CSc2ncccn2)n1C	i	-22%	-3%	-13%	8%	24%	-6	2%	4%
36	COc1cc2c(cc1OC)CN(C(=O)CN1C(=O)NC3(CCCCC3C)C1=O)CC2 (configuration not stated)	i	-14%	-1%	-5%	6%	10%	3	6%	-5%
37	COc1ccc(C(=O)NCC(c2cccnc2)N2CCN(c3ccccc3F)CC2)cc1OC (configuration not stated)	.	-14%	.	-2%	15%	-1%	.	5%	.
38	COc1ccc(OC)c(NC(=O)CCCN2C(=S)NC(C)(C)CC2C)c1 (configuration not stated)	i	i	-5%	21%	-19%	-4%	?	-14%	1%
39	O=C(Cc1coc2cc(O)ccc12)NNC(=O)c1cccs1	i	i	0%	-1%	-4%	4%	5	-1%	5%
40	COc1ccc(S[C@@H](CCN2CC[C@H](O)CCC2=O)c2ccccc2)cc1	i	-9%	11%	15%	-3%	0%	8	0%	0%
41	CCn1nnc(NC(=O)COc2cc(C)ccc2C(C)C)n1	.	-5%[57.5 µM]	13%	38%	1%	0%	23	15%	-5%
42	CCc1nc(CN(C)C(=O)C2CCC(=O)N(CCc3cccc(F)c3)C2)no1 (configuration not stated)	i	i	-2%	5%	11%	7%	-6	0%	1%
43	N#CC1=C(N)N=C(SCc2ccccc2)C(C(N)=O)C12CCCCC2 (configuration not stated)	i	-1%[57.5 µM]	-2%	8%	-16%	0%	-8	16%	4%
44	COc1ccc2[nH]c3c(c2c1)CCN1C(=O)C(CC(=O)NCCN2CCOCC2)C[C@H](C(=O)N2CCCCC2)[C@@]31CCc1ccccc1 (some centres not stated)	i	-1%	-6%	15%	5%	11%	-9	2%	2%
45	CCOC(=O)N1CCN(CC(O)COc2ccccc2[N+](=O)[O-])CC1 (configuration not stated)	i	i	-2%	-24%	11%	0%	2	2%	-4%
46	O=C(CCCC(=O)c1ccccc1)Nc1ccc(F)cc1	i	-8%	-8%	14%	5.6µM*	?	-28	-9%	5%
47	Cc1ccc2[nH]c(C(=O)N3CCN(c4cccc(Cl)c4)CC3)cc2c1	i	-29%	7%	-19%	6%	3%	8	2%	4%
48	Cc1ccc(N=c2oc3cc(O)ccc3cc2C(N)=O)cc1	i	-22%	3%	-24%	?	?	10	-31%[inhibitor]	-25%
49	COc1ccc(-c2cn3cc(Cl)ccc3n2)cc1OC	i	i	-14%	.	12%	30%	-27	-19%	?

An excerpt; rates above refer to the full screens.
